From PubChem
PfHsp40 rescue = restores yeast growth despite PfHsp40 toxicity | S. cerevisiae expressing PfHsp40, growth rescue, ATP luminescence | growth rescue, % at 12.5 µM | 0.68% of 340,000 active | AID 504582; in the data active = growth rescue above about 28%, passing the limit was not always enough;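 note: yeast W303a lacking pdr1 and pdr3 grown in galactose medium; growth measured after three days at 30 °C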
Vc quorum ag = quorum light induction in luxS cqsA deficient V. cholerae; V. cholerae BH1578 lux reporter, luminescence, 6 h; activation, % at 18.7 µM; 0.16% of 350,000 active; AID 588436; in the data active = activation mostly above about 9.7%, no sharp cut-off; note: not every result past the cut was called active; inactives centre near 0; reference of the scale not given here
FadD28 FP inh = M. tuberculosis FadD28 bisubstrate binding inhibition | FadD28 bisubstrate probe binding, fluorescence polarization | inhibition, % at 12.5 µM | 0.22% of 360,000 active; in the data active = inhibition above about 8.5%, passing the limit was not always enough
Yp Topo-I inh = Y. pestis Topo-I inhibition via cleavage products. Y. pestis Topo-I cleavage product accumulation, plate reader. activity, % at 10 µM. 0.064% of 360,000 active; in the data active = activity above about 50%, passing the limit was not always enough; note: inactives centre near 2
TcdB inh = blocks C. difficile toxin B glycohydrolase activity; P18177; TcdB glycohydrolase enzymatic assay, plate reader; inhibition, % at 9.99 µM; 0.24% of 350,000 active; in the data active = inhibition above about 10%
Mtb UGM inh = blocks M. tuberculosis UGM enzyme | P9WIQ1 | purified UGM, fluorescence polarization probe displacement | inhibition, % at 10 µM | 0.06% of 320,000 active; in the data active = inhibition above about 10%, passing the limit was not always enough
Target sequence (P9WIQ1 whole entry, looked up): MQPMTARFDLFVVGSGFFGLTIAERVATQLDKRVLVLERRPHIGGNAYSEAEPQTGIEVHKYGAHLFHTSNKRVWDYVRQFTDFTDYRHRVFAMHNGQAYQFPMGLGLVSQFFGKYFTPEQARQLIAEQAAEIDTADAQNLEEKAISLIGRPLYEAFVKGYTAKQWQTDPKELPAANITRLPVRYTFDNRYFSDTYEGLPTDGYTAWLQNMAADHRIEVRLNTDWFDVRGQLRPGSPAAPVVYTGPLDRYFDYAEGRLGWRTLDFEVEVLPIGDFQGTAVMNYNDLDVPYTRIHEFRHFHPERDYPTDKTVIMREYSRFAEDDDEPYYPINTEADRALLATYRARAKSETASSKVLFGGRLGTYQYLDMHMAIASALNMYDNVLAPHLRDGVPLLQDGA
Mtb BioA inh = blocks M. tuberculosis BioA enzyme activity; purified M. tuberculosis BioA enzyme, plate reader; 0.096% of 360,000 active; inhibition, % at 9.99 µM; AID 602481; in the data active = inhibition above about 40%
FBA Mtb inh = inhibitors of M. tuberculosis fructose-bisphosphate aldolase; P9WQA3; purified M. tuberculosis FBA, fluorescence read-out; inhibition, % at 1 µM; 2.3% of 360,000 active; in the data active = inhibition above about 27%;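 note: 0% = vehicle and 100% = reference inhibitor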
Target sequence (P9WQA3 whole entry, looked up): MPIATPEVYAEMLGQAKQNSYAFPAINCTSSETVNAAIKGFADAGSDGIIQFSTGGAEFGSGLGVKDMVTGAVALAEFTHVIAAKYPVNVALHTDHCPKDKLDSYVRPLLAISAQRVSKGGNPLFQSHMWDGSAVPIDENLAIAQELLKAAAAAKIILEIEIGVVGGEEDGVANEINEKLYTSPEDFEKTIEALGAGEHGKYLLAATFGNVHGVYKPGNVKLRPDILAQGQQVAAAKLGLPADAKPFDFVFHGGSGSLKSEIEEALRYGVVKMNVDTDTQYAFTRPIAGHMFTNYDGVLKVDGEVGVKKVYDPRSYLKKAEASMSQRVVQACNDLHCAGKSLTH
GDH-TPI counter = counter-screen for M. tuberculosis FBA inhibitors: GDH-TPI coupled enzymes. 1.2% of 360,000 active. inhibition, % at 4.8 µM. GDH-TPI coupled enzyme counterscreen, NADH absorbance; in the data active = inhibition above about 30%;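 note: 0% = DMSO wells and 100% = wells lacking the enzyme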
An asterisk follows results filed as active; i = inactive; . = no result given; + = active, no number; & = joins results of further samples.

SMILES	PfHsp40 rescue	Vc quorum ag	FadD28 FP inh	Yp Topo-I inh	TcdB inh	Mtb UGM inh	Mtb BioA inh	FBA Mtb inh	GDH-TPI counter
Cc1cc(NS(=O)(=O)c2ccc(NC(=S)NC(=O)/C=C/c3ccccc3)cc2)no1	-0.4	-0.5	-6.9	13.1	-1.1	1.1	-1.8	-1.5	4.5
CCOC(=O)C(=CNCC(=O)OC)C(=O)OCC	3.0	i	-0.8	1.3	.	6.4	0.8	-0.1	2.0
C[C@H](CO)N1C[C@H](C)[C@@H](CN(C)C(=O)Nc2ccc(C(F)(F)F)cc2)Oc2c(cccc2N(C)C)C1=O	1.4	i	4.9	20.8	14.1*	-1.3	1.5&0.6	4.5	10.4
CCOC(=O)C1=C(CNC2CCCCC2)NC(=O)NC1c1cc(C)ccc1C (configuration not stated)	-2.1	i	2.0	2.4	.	2.1	-0.6	9.7	-2.6
CCn1c(/C=C/N(C(C)=O)c2ccccc2)[n+](CC)c2ccc(Cl)cc21	-1.2	-0.6	-4.2	-3.0	0.9	-0.8	0.3	10.0	20.0
CCN(CC)S(=O)(=O)c1cc(C(=O)N(C)CC(=O)Nc2ccc(Cl)cc2)ccc1Cl	0.5	-0.3	-4.2	9.3	1.0	-2.4	.	0.6	1.9
CCN=C1Sc2nc3ccc(OCC)cc3cc2CN1CCOC	1.4	1.6	-2.3	-0.9	.	0.7	-2.5	-2.1	15.5
Cc1ccc(S(=O)(=O)Nc2cccc(/C=C/C(=O)O)c2)cc1	-1.3	-0.7	-4.3	-4.7	.	1.9	0.0	-2.1	8.9
Cc1ccsc1-c1n[nH]c(=S)n1C1CCCCC1	-0.8	-0.3	-0.8	1.8	4.7	-0.1	.	2.1	-5.2
O=C(O)CCCNC(=O)c1cncc(Br)c1	0.7	i	-1.4	-4.9	.	-1.0	-0.7	0.7	9.7
Nc1nc(-c2cccc(F)c2)cs1	0.3	-0.1	-1.9	-3.0	0.2	0.2	0.0	-1.6	5.5
Cc1c(C(=O)N(Cc2cccs2)C2CCS(=O)(=O)C2)oc2ccccc12 (configuration not stated)	-0.8	-0.7	-4.7	18.9	.	1.1	-1.8	-2.4	4.6
Cc1ccc(N(C(C)C(=O)O)S(=O)(=O)c2cccnc2)cc1 (configuration not stated)	-0.2	-0.4	-2.9	-9.4	-3.6	0.9	-1.0	-0.1	-5.9
Cc1ccc2c(Cl)c(C(=O)NCCc3ccccc3)sc2c1	-0.3	0.6	-0.5	41.6	.	-2.3	0.3	-3.5	0.0
O=C(CN1C(=O)C2CC=CCC2C1=O)OCC(=O)c1ccc(Cl)c([N+](=O)[O-])c1 (configuration not stated)	-0.7	-0.8	-3.9	-0.4	0.6	-0.8	-1.1	2.5	-7.0
O=C(NCCN1CCOCC1)c1cccc(NS(=O)(=O)c2ccc(Br)cc2)c1	-0.9	23.2*	-0.6	10.6	-0.6	.	.	10.8	0.0
Cc1cc(=O)oc2cc(OCC(=O)OCC(=O)NC(=O)NC(C)C)ccc12	0.9	-0.3	-2.5	1.9	-0.2	1.2	.	9.3	-5.4
Cc1ccc(NC(=O)Nc2nnc(CSCCOc3ccc(Cl)cc3)s2)cc1	1.7	-0.1	-2.1	-2.4	-0.8	-1.6	.	3.1	0.0
COc1cccc(/C=C(\C#N)c2nc3ccccc3[nH]2)c1OCC(=O)O	-1.3	-0.3	-1.3	-0.2	0.6	4.2	-0.4	4.7	35.0*
O=C(O)C1CC=CCC1C(=O)NNc1c(Cl)cc(Cl)cc1Cl (configuration not stated)	0.6	-0.9	-2.5	3.8	-1.3	0.3	0.5	10.9	-1.6
COC(=O)c1cccc(N(C(=O)c2cnccn2)C(C(=O)NCc2ccccc2)c2ccco2)c1 (configuration not stated)	0.1	-1.6	0.1	8.4	-1.0	-0.3	.	1.1	11.8
Cc1ccc(-n2c(SCC(=O)N/N=C/C=C/c3ccccc3[N+](=O)[O-])nc3ccccc3c2=O)cc1	-0.4	-0.5	-2.5	0.0	.	-2.3	.	0.9	9.3
CCOc1ccc(CCNC(=O)c2cc(-c3ccccc3)c(N3CCOCC3)s2)cc1	-0.4	-0.4	-0.5	30.1	1.2	-3.5	0.1	1.8	5.5
COCc1cc(=O)[nH]c(SC)n1	-1.1	-0.1	-3.1	6.4	-1.5	1.7	.	2.4	-6.4
CC1CCN(CCC(=O)Nc2ccccc2)CC1	0.1	i	-0.4	3.8	-0.1	-3.6	2.2	-1.9	-0.3
Cc1ccc(S(=O)(=O)N2CCN(CC(=O)N(CC(C)C)c3c(N)n(CC(C)C)c(=O)[nH]c3=O)CC2)c(C)c1	-0.3	i	-2.6	4.2	-0.3	-1.1	0.9	-2.5	-2.2
CCCN1C2CCCC1CC(NC(=O)c1ccccc1)C2 (configuration not stated)	-0.7	-0.3	-1.9	4.2	.	0.6	-1.0	-1.9	6.8
C[C@H]1CN=C(N(C)C)N1CC1CCC(C(C)(C)C)CC1 (some centres not stated)	-1.3	i	-3.0	-1.0	-1.3	0.0	-1.4	-0.2	2.2
N#Cc1cnn2c3c(cnc12)C(=O)N1CCc2ccccc2C1C3 (configuration not stated)	1.1	-0.5	-4.6	8.4	-0.4	0.1	.	27.3*	-6.1
CC(=O)N1CCCc2cc(S(=O)(=O)Nc3ccc(C)cc3C)ccc21	-1.5	-0.6	-3.2	-1.0	-1.0	-0.7	0.5	-0.8	4.4
COc1cc2ccccc2cc1C(=O)NC(=S)Nc1cccc(C(=O)O)c1C	-0.7	-0.3	-1.9	6.0	-1.8	-1.4	-1.5	6.9	11.1
CN(C)c1ccc(/C=C2\SC(=O)N(CCc3nnc(N)s3)C2=O)cc1	-0.2	-0.1	-1.0	-7.6	0.5	-0.8	.	-22.4	31.6*
COc1ccc(CCNC(=O)CNCCc2ccc(F)cc2)cc1	0.0	i	-0.5	4.9	3.0	4.5	0.0	-0.7	-6.2
CCOC(=O)C1=C(C)NC(=O)NC1c1ccc(-c2ccccc2F)o1 (configuration not stated)	-0.3	-0.4	-2.5	4.3	1.1	.	-0.6	0.7	1.2
CCCCn1nnnc1C(c1cccc(OC)c1OC)N1CCC2(CC1)C(=O)NCN2c1ccccc1 (configuration not stated)	.	.	-2.6	.	-0.7	.	-1.1	-3.1	.
Cc1ccccc1OCC(=O)OCC(=O)NC1CCCC1	.	0.9	-2.8	1.7	1.1	.	-1.0	-5.0	-3.5
CCOC(=O)CSc1nc(N2CCOCC2)c2c(c1C#N)CC(C)(C)N(C)C2	-1.0	-0.2	-3.5	-2.3	.	4.4	-1.8	5.0	-0.9
CCc1ccc(C(=O)COC(=O)C(CCSC)NC(=O)c2ccccc2)cc1 (configuration not stated)	-0.2	i	-0.6	36.0	0.0	-2.3	.	-0.6	6.2
CCOc1ccc(N(CC(=O)NCCOc2ccc(C)cc2)S(=O)(=O)c2ccccc2)cc1	-0.6	i	-0.3	31.5	0.3	1.3	-1.2	-0.9	1.0
CCOc1ccccc1C1CC(c2ccc(Br)cc2)Nc2nc(N)nn21 (configuration not stated)	-0.5	-0.4	-2.0	14.3	-0.4	2.3	2.9	0.4	9.9
CCOc1ccc(N2CC(C(=O)Nc3ccccc3OC)CC2=O)cc1 (configuration not stated)	-2.2	0.4	-0.5	-0.2	1.8	5.2	-0.6	6.8	12.9
O=C(CNC(=O)c1ccccc1F)OCC(=O)N1CCCCC1	0.4	-0.2	-0.3	3.6	0.8	-3.2	.	2.5	-5.2
COc1ccc(COC(=O)N/N=C(\C)CC(=O)Nc2ccc(Cl)cn2)cc1	-0.6	0.9	-2.4	1.6	0.6	-1.0	-1.0	4.0	5.9
Cc1ccc(NC(=O)CSc2nnc(C3CC3)n2CC2CCCO2)c(C)c1 (configuration not stated)	2.6	-0.2	-1.0	4.0	0.5	1.2	-1.1	-2.5	-6.2
CCC(=O)c1ccc(N2CCN(C(=O)c3ccccc3F)CC2)c(F)c1	-0.2	i	0.2	7.8	0.3	3.4	.	1.7	-4.5
C1=CC(c2cc3ccccc3o2)OC(CCc2ccccc2)C1 (configuration not stated)	-0.3	3.7	-1.0	3.0	1.7	-0.9	-0.2	1.8	1.4
CCOc1ccccc1NC(=O)COC(=O)c1c(CC)noc1C	-0.1	1.9	-2.3	-3.0	2.9	.	.	5.9	-1.4
CCCCn1c(SCC(=O)NCc2cccs2)nc2c1c(=O)n(C)c(=O)n2C	-1.0	i	-2.5	2.5	.	-1.1	-1.9	-0.7	0.9

Fetched by structure from the list above (3):
SMILES	PfHsp40 rescue	Vc quorum ag	FadD28 FP inh	Yp Topo-I inh	TcdB inh	Mtb UGM inh	Mtb BioA inh	FBA Mtb inh	GDH-TPI counter
COCc1cc(=O)[nH]c(SC)n1	-1.1	-0.1	-3.1	6.4	-1.5	1.7	.	2.4	-6.4
N#Cc1cnn2c3c(cnc12)C(=O)N1CCc2ccccc2C1C3 (configuration not stated)	1.1	-0.5	-4.6	8.4	-0.4	0.1	.	27.3*	-6.1
CCOc1ccccc1C1CC(c2ccc(Br)cc2)Nc2nc(N)nn21 (configuration not stated)	-0.5	-0.4	-2.0	14.3	-0.4	2.3	2.9	0.4	9.9

The results go on.
SMILES	PfHsp40 rescue	Vc quorum ag	FadD28 FP inh	Yp Topo-I inh	TcdB inh	Mtb UGM inh	Mtb BioA inh	FBA Mtb inh	GDH-TPI counter
CCOC(=O)C1CCCN(C(=O)c2ccc(OC(C)=O)cc2)C1 (configuration not stated)	-1.0	-0.4	-1.3	0.0	.	0.1	.	0.1	14.4
Cc1cc(Oc2ccccc2)nc(-c2ccccc2)n1	-0.6	i	-1.4	5.1	.	-3.2	-0.3	0.9	1.4
Cc1cc(C)nc(N2CCC(C(=O)NCCc3ccccc3)CC2)n1	1.3	1.2	-0.7	3.7	.	-4.6	-0.1	4.4	10.1
O=C(CN1C(=O)C(=O)N(Cc2ccco2)C1=O)Nc1ccc(F)c(F)c1F	-0.5	i	-0.8	-2.7	1.7	0.1	-7.5	4.5	10.0
COc1cccc(C(=O)Nc2ccc3c(c2)n(C)c(=O)n3C)c1	-0.3	i	1.7	-8.1	1.1	0.2	0.1	0.9	6.8
COc1ccc(C)cc1NC(=O)CSc1nnc(-c2ccc(C)cc2)o1	0.6	3.7	0.2	18.7	1.1	0.3	-0.3	4.0	-5.9
CCN(CC)S(=O)(=O)c1ccc(N2CCOCC2)c(NCC(=O)Nc2ccc(F)cc2)c1	-0.5	-0.3	-1.3	0.1	-0.5	0.3	.	2.2	3.2
COc1ccc(S(=O)(=O)N2CCOCC2)cc1NC(=O)[C@@H]1CCCN1C(=O)c1cccs1	4.5	-0.5	-3.3	9.0	1.5	1.8	.	5.3	-9.5
Cc1c(C(=O)Nn2cnnc2)oc2ccccc12	-0.2	i	0.1	0.6	.	1.4	-1.0	0.0	18.4
CCOC(=O)C1=C(N)OC2=C(C(=O)CC(C)(C)C2)C1c1ccccc1OC (configuration not stated)	0.0	i	-2.0	-2.2	-1.8	1.6	.	0.2	2.0
C=C(C)COc1ccc2c(C)c(CCC(=O)NC3CC3)c(=O)oc2c1	-0.8	-4.3	-2.3	9.9	-1.8	0.3	.	+	17.6
COc1cccc(C(=O)COC(=O)c2ccc(NC(=O)c3ccccc3)cc2)c1	-1.0	0.8	-3.0	4.6	22.0*	-1.6	-1.4	2.1	3.0

Look-ups from the entries so far.
Value for `COc1cccc(C(=O)COC(=O)c2ccc(NC(=O)c3ccccc3)cc2)c1` in GDH-TPI counter: 3.0
Value for `Cc1cc(Oc2ccccc2)nc(-c2ccccc2)n1` in Yp Topo-I inh: 5.1

Further compounds:
SMILES	PfHsp40 rescue	Vc quorum ag	FadD28 FP inh	Yp Topo-I inh	TcdB inh	Mtb UGM inh	Mtb BioA inh	FBA Mtb inh	GDH-TPI counter
COc1ccc(NC(=O)CSc2nnc(C)n2C2CC2)cc1S(=O)(=O)N1CCOCC1	0.2	-3.8	-2.1	0.7	-3.4	2.2	-0.7	-0.1	4.0
O=C(CSc1ccc2nnc(-c3cccnc3)n2n1)N1CCOCC1	2.2	-0.3	-1.0	-2.8	0.5	0.4	-0.5	11.5	12.2
CNC(=O)c1ccc(-c2cc(C(F)(F)F)nn2C)s1	.	0.2	-2.6	-8.1	5.3	5.4	0.1	10.3	-8.4
Cc1cccc(OCC(=O)NC(Cc2c[nH]c3ccccc23)C(=O)O)c1C (configuration not stated)	-0.3	-0.3	-0.3	5.9	1.5	4.1	.	6.6	1.0
Cc1ccc(-c2cc(C(=O)N3CCc4ccccc4C3)no2)cc1	-0.4	-0.2	-1.4	7.9	-0.5	1.6	.	-1.2	0.0
CC(CS(=O)(=O)c1ccc2c(c1)NC(=O)CS2)C(=O)NCc1ccccc1Cl (configuration not stated)	0.6	i	-3.4	2.7	-0.9	-0.9	0.8	-0.8	2.5
